Screens deposited in PubChem BioAssay by The Scripps Research Institute Molecular Screening Center.
GPR151 ag – activators of human GPR151, primary screen, cell-based, PathHunter beta-arrestin, luminescence; activation, % at 11.2 µM; G-protein coupled receptor 151 (Homo sapiens), Q8TDV0; PathHunter beta-arrestin GPR151 cells; 650,000 tested, 1% active; in the data active = activation above about 4.9%;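 note: 0% = median of compound wells and 100% = cells with positive control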
Target sequence (Q8TDV0 whole entry, looked up): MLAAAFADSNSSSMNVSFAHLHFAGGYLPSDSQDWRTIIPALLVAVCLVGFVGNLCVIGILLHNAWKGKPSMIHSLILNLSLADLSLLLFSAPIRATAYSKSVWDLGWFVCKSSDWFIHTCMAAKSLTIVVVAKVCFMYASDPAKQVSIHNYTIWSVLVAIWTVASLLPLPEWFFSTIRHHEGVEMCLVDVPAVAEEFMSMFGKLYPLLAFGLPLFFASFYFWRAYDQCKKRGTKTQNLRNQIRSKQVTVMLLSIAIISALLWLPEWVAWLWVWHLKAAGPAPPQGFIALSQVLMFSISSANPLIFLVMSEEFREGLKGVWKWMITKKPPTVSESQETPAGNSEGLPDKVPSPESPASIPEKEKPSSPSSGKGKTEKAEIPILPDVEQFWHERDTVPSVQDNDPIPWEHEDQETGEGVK
MITF inh – MITF inhibitors, primary screen, biochemical, AlphaScreen, human | Microphthalmia-associated transcription factor (Homo sapiens), O75030 | AlphaScreen MITF homodimerization, bead proximity signal | inhibition, % at 2.6 µM | 650,000 tested, 0.91% active; in the data active = inhibition above about 50%;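 note: 0% = vehicle wells with protein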
Target sequence (O75030 whole entry, looked up): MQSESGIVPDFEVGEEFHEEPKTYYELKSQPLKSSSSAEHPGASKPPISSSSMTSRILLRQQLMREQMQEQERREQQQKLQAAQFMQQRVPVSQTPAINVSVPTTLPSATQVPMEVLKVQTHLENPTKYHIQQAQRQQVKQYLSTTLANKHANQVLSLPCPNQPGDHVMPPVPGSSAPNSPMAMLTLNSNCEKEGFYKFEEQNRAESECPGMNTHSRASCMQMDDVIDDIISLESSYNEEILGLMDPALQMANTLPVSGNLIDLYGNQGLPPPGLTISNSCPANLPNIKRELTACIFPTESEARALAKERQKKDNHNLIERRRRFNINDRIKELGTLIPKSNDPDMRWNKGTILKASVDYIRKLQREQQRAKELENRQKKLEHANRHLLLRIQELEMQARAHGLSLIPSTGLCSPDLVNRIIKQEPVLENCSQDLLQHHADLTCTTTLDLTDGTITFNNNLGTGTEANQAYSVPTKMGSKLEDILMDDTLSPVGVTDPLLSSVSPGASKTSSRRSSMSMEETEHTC
FBW7 activator – FBW7 E3 ligase activators, primary screen, biochemical, AlphaScreen, human; F-box/WD repeat-containing protein 7 (Homo sapiens), Q969H0; AlphaScreen FBW7–phospho-cyclin E peptide binding, activator screen; normalized activity (activation), % at 26.1 µM; 650,000 tested, 0.13% active; in the data active = normalized activity above about 1.9%;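 note: purified mutant Fbw7 with reduced substrate affinity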
TEAD-YAP inh – TEAD-YAP interaction inhibition, primary screen, TEAD-YAP interaction inhibitor project, luminescence, HEK-TIYL cells. 640,000 tested, 1.4% active. TEAD-Gal4/YAP UAS-luciferase luminescence. AID 1259422, 2018. inhibition, % at 9.12 µM; in the data active = inhibition above about 32%;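 note: 0% = median of test compound wells and 100% = reference inhibitor wells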
An asterisk follows results filed as active.

SMILES | GPR151 ag | MITF inh | FBW7 activator | TEAD-YAP inh
Cc1cccc(OCC(=O)NCC(=O)N=Nc2c(O)[nH]c3ccccc23)c1 | 0.4 | 10 | 0.6 | 8
CC1CCc2c(sc(NC(=O)C(C(F)(F)F)C(F)(F)F)c2C#N)C1 (centres undefined) | -1.8 | 0 | -0.1 | -7
O=c1[nH]c2ccc(S(=O)(=O)N3CCCCC3)cc2o1 | 0.1 | -8 | -0.2 | 1
Cc1ccc(S(=O)(=O)/C=C/c2ccccc2)cc1 | 0.8 | 8 | 0.1 | -4
Cc1nn(S(=O)(=O)c2ccc3ccccc3c2)c(C)c1S(=O)(=O)N1CCCC(C)C1 (centres undefined) | 3.1 | 4 | 0.1 | -8
Cc1ccc(NC(=O)c2c(O)c3c([nH]c2=O)CCCC3)cc1 | -0.8 | 2 | -0.1 | 2
CC(=O)c1ccc(NC(=O)CSc2nnc(CN3CCOCC3)n2C)cc1 | -0.2 | 3 | 0.2 | 14
O=C(O)/C=C/C(=O)NC(=O)Nc1ccccc1 | -0.1 | 12 | -0.1 | -4
Cc1ccccc1CSC1=NN2CCCC(=O)N=C2S1 | 1.9 | 6 | 0.1 | -30
N#Cc1c(SCc2ccc(Br)cc2)nsc1SCc1ccc(Br)cc1 | -2.4 | -6 | -0.1 | 4
Fc1ccccc1C1Nc2ccc3ccccc3c2C2C=CCC21 (centres undefined) | 1.0 | -14 | 0.2 | -4
COc1ccc(C2/C(=C(/O)c3ccc([N+](=O)[O-])cc3)C(=O)C(=O)N2CCCCCC(=O)O)cc1OC (centres undefined) | 1.3 | -15 | -0.1 | 2
CC12COC3(C(=O)NC4CCCCC4)CC1CCC32C (centres undefined) | 1.1 | 0 | 0.0 | -3
Cc1cccc(N2C(=O)N(c3ccccc3)C3CS(=O)(=O)CC32)c1 (centres undefined) | 3.9 | -5 | -0.2 | -9
O=C(CNCc1cccs1)c1ccc2c(c1)OCCO2 | -1.1 | -8 | 0.2 | -17
O=C(NC(=S)Nc1nc2c(s1)CCCC2)c1ccccc1 | -0.8 | 1 | -0.3 | -31
COc1ccc(C2C(C#N)=C(N)N(N(C)C)C3=C2C(=O)CC(c2ccccc2)C3)cc1 (centres undefined) | -0.1 | 10 | 0.3 | -1
CCN(CCCn1c(=S)[nH]c2cc3c(cc2c1=O)OCO3)c1cccc(C)c1 | 1.2 | -3 | -0.1 | -13
CCC(SC1=Nc2ccccc2C2=NC(CC(C)C)C(=O)N12)C(=O)Nc1ccc2c(c1)OCO2 (centres undefined) | 1.7 | 24 | 0.1 | -1
O=c1c2sccc2nc(SCc2cccc(F)c2)n1-c1ccc(Br)cc1 | 0.7 | -3 | 0.0 | 5
CCOP(=O)(OCC)C(Nc1ccc(OC)cc1)c1ccco1 (centres undefined) | -1.5 | -14 | 0.1 | -1
Cc1cc(O)c(NC(=O)COc2ccc(Cl)cc2C)cc1C | 1.1 | 12 | 0.1 | -1
COc1ccc(OCC(O)Cn2c(NCCN(C)C)nc3c2c(=O)n(C)c(=O)n3C)cc1 (centres undefined) | 2.3 | -5 | -0.2 | 0
CCCC1=C(C(=O)OCC)C(c2cccc(C(F)(F)F)c2)C(C#N)=C(N)O1 (centres undefined) | -0.5 | -6 | -0.1 | 2
c1cnc(Nc2nc(Nc3ccc(N4CCOCC4)cc3)c3ncn(C4CCCCC4)c3n2)nc1 | -0.9 | -4 | 0.0 | -1
SMILES | GPR151 ag | MITF inh | FBW7 activator | TEAD-YAP inh
COc1ccc(F)cc1S(=O)(=O)Nc1ncccc1C | 2.0 | 8 | 0.0 | 3
Cc1ccc([N+](=O)[O-])cc1S(=O)(=O)NN | 2.4 | -4 | -0.1 | -7
O=c1[nH]n2c(-c3cccc(C(F)(F)F)c3)nc(O)c2c2ccccc12 | -0.7 | 4 | 0.1 | 6
CCOC(=O)c1nnn(-c2nonc2N)c1CNc1ccc(OC)cc1OC | -0.3 | 1 | 0.6 | 13
Cc1ccc(C(C)(C)C)cc1S(=O)(=O)Nc1ccc2c(c1)OCCO2 | 1.3 | 3 | 0.1 | 7
O=C1N[C@H](Cc2ccccc2)C(=O)N2CCN(C(=O)Oc3ccc(Cl)cc3)C[C@H]12 | -0.2 | -3 | 0.0 | -7
CCOc1cc(C(=O)NNC(=O)Nc2ccccc2C(=O)OC)cc(OCC)c1OCC | 0.4 | 4 | 0.1 | 7
O=C(OCC(=O)c1cccc2ccccc12)c1cc2ccccc2oc1=O | -0.6 | 3 | 0.1 | -58
O=S(=O)(Nc1ncn[nH]1)c1ccc(Cl)cc1 | 2.9 | -2 | -0.1 | -1
COc1ccc2c(c1)C(c1cccs1)=NNC(c1cccnc1)=N2 | 0.2 | 21 | 0.1 | -5
CCOc1ccc(C(=O)NCc2cn3ccc(C)cc3n2)cc1 | 1.2 | -2 | -0.1 | -4
Cc1nn2c(NCCO)c3c(nc2c1-c1ccccc1)CCC3 | 0.0 | 15 | 0.4 | 7
Cn1c(=O)c2c(ncn2CCNC2=NCCCC2)n(C)c1=O | 1.8 | 4 | 0.1 | -2
Cc1ccc(Cn2c3ccccc3n3c(SCC(=O)N4CCOCC4)nnc23)cc1 | 0.7 | 10 | 0.0 | 2
O=C(Nc1ccc2c(c1)OCCO2)c1cc2cc(Br)ccc2oc1=O | 1.6 | -1 | 0.2 | -3
COc1ccc(-c2ccc(C(=O)NCCN3CCOCC3)c(N(C)C(C)=O)n2)cc1 | 0.8 | -11 | 0.2 | -10
Cc1cc(S(=O)(=O)NCC(C)C)ccc1OCC(=O)Nc1ccc(C(F)(F)F)cc1 | 1.5 | -8 | -0.3 | -25
O=S(=O)(N=Nc1c(O)[nH]c2ccccc12)c1ccccc1 | -0.2 | -11 | 0.0 | -3
c1ccc2c(-c3nc4ncnc(NC5CC5)c4[nH]3)csc2c1 | 2.0 | 17 | 0.2 | -9
Cc1cc(C)n2nc(SCC(=O)NC3CCCc4ccccc43)nc2n1 (centres undefined) | 0.7 | 7 | 0.0 | 5
CC(C)Cc1cn[nH]c1C1CCCN(C(=O)Cc2ccc3c(c2)OCO3)C1 (centres undefined) | -0.2 | 5 | 0.0 | 3
COc1cc(C)ccc1OCc1cc(C(=O)N2CCCCCC2)no1 | -0.4 | 3 | 0.0 | -10
CS(=O)(=O)c1ccc(-c2nnn(CC(=O)N3CCOCC3)n2)cc1 | -0.2 | 1 | 0.7 | 3
Cc1nc(CNc2nncc(-c3ccc(Cl)cc3)n2)cs1 | 9.4* | 0 | -0.1 | -24
O=C(Nc1cc(Cl)cc(Cl)c1)/C(=C/c1cccc([N+](=O)[O-])c1)NC(=O)c1cccc(Cl)c1 | -0.6 | 8 | 0.1 | 0

In the list so far, these contain a CF3 group.
SMILES | GPR151 ag | MITF inh | FBW7 activator | TEAD-YAP inh
CC1CCc2c(sc(NC(=O)C(C(F)(F)F)C(F)(F)F)c2C#N)C1 (centres undefined) | -1.8 | 0 | -0.1 | -7
CCCC1=C(C(=O)OCC)C(c2cccc(C(F)(F)F)c2)C(C#N)=C(N)O1 (centres undefined) | -0.5 | -6 | -0.1 | 2
O=c1[nH]n2c(-c3cccc(C(F)(F)F)c3)nc(O)c2c2ccccc12 | -0.7 | 4 | 0.1 | 6
Cc1cc(S(=O)(=O)NCC(C)C)ccc1OCC(=O)Nc1ccc(C(F)(F)F)cc1 | 1.5 | -8 | -0.3 | -25

Another view of part of the listing above.
Cc1nc(CNc2nncc(-c3ccc(Cl)cc3)n2)cs1
  GPR151 ag = 9.4*
  MITF inh = 0
  FBW7 activator = -0.1
  TEAD-YAP inh = -24

CCOc1cc(C(=O)NNC(=O)Nc2ccccc2C(=O)OC)cc(OCC)c1OCC
  GPR151 ag = 0.4
  MITF inh = 4
  FBW7 activator = 0.1
  TEAD-YAP inh = 7

Later entries
SMILES | GPR151 ag | MITF inh | FBW7 activator | TEAD-YAP inh
CCN(Cc1ccccc1)C(=O)CCc1nc(-c2ccc(OC)cc2)no1 | 1.8 | 7 | -0.1 | -4
O=C(CN1CCN(S(=O)(=O)c2ccc(Br)cc2)CC1)Nc1ccc(F)cc1 | -0.8 | -14 | -0.1 | 17
O=S(=O)(NCc1ccc(F)cc1)c1ccc(Cl)s1 | 0.9 | -8 | -0.1 | 0
CC(=O)c1ccc(NC(=O)N2CCN(Cc3nc4ccccc4[nH]3)CC2)cc1 | -1.0 | 3 | 0.0 | -1
O=C(NCCC(c1ccccc1)c1ccccc1)Nc1cc(F)c(F)cc1Cl | -0.4 | 9 | 0.7 | 7
CC1CCCCN1S(=O)(=O)c1ccc(NC(=O)c2cc3ccccc3oc2=O)cc1 (centres undefined) | -2.3 | 1 | 0.6 | -8
OCCNC(=S)Nc1ccccc1F | 1.0 | 46 | 0.2 | -3
CCOCCCNC(=O)c1cnn2c(C)c(Cc3cccc(Cl)c3)c(C)nc12 | 1.3 | -4 | 0.0 | 3
Cc1cc(-n2c(SCC(=O)Nc3cccc(C(F)(F)F)c3)nc3n[nH]c(C)c3c2=N)ccc1Cl | 0.8 | 15 | 0.3 | -11
Cc1cc(Cl)ccc1Nc1nc(N2CCOCC2)nc2c1cnn2C | 1.7 | -3 | 0.1 | -5
COc1cc(NC(=O)c2cc3sccc3n2C)cc(OC)c1 | 0.2 | 1 | -0.1 | -39
CCOC(=O)C1CCC(CN(Cc2cccc(Br)c2)S(=O)(=O)c2ccc(F)c(C(=O)Nc3ccc(F)c(F)c3)c2)CC1 (centres undefined) | 1.2 | 5 | -0.2 | 9
CCc1ccc(NC(=O)CCNS(=O)(=O)c2ccc3c(c2)oc(=O)n3C)cc1 | 1.9 | -2 | 0.1 | 3
NC(=O)[C@H](Cc1ccccc1)NC1CCN(c2ccc(NC(=O)C3CCCC3)cc2)CC1 | -0.1 | -1 | 0.6 | -4
Cc1ccc2c(Br)cc(Br)c(OC(=O)N3CCOCC3)c2n1 | -1.2 | 3 | 0.4 | 7
O=C(c1ccncc1)N1CC[C@@H]2[C@H](CCCN2C(=O)c2scc3c2CCCC3)C1 | -0.5 | -2 | -0.2 | -21
COc1c(Cl)cc(Cl)cc1C1N(Cc2ccccc2)CCN1Cc1ccccc1 | -0.4 | 5 | 0.2 | 2
CCn1c(NC(=O)c2cccs2)nc2ccccc21 | 0.6 | 4 | -0.4 | -15
CCCN(CCC)CCNC(=O)C1c2ccccc2C(=O)N2CCc3ccccc3C12 (centres undefined) | 0.4 | 10 | 0.0 | 3
O=C(Nc1ccc(Cl)cc1)Nc1ccc(Cc2ccc(NC(=O)Nc3ccc(Cl)cc3)cc2)cc1 | 0.6 | 1 | -0.1 | -1
CCc1nc(-c2ccc(OC)c(OC)c2)cc2cc(OC)c(OC)cc12 | 1.9 | 2 | 0.0 | 9
O=C(NCC(CNCc1ccccc1)([N+](=O)[O-])[N+](=O)[O-])c1ccccc1 | 1.0 | 9 | -0.1 | 4
CSc1ccc(C2CC(c3ccc(Cl)cc3)Nc3nnnn32)cc1 (centres undefined) | -0.3 | 9 | 0.0 | 9
CCCOc1ccc(/C(O)=C2/C(=O)C(=O)N(CCN3CCOCC3)C2c2ccc(F)cc2)c(C)c1 (centres undefined) | -1.0 | -13 | 0.1 | 2
Cc1ccc(COc2c(Br)cc(/C=C(\C#N)c3nn(CCO)c(N)c3C#N)cc2Br)cc1 | 6.9* | 7 | -0.1 | -4

Sorted by formula weight (rising): part of the list above.
SMILES | GPR151 ag | MITF inh | FBW7 activator | TEAD-YAP inh
O=S(=O)(Nc1ncn[nH]1)c1ccc(Cl)cc1 | 2.9 | -2 | -0.1 | -1
Cc1ccc(NC(=O)c2c(O)c3c([nH]c2=O)CCCC3)cc1 | -0.8 | 2 | -0.1 | 2
O=C(Nc1cc(Cl)cc(Cl)c1)/C(=C/c1cccc([N+](=O)[O-])c1)NC(=O)c1cccc(Cl)c1 | -0.6 | 8 | 0.1 | 0

Later entries:
SMILES | GPR151 ag | MITF inh | FBW7 activator | TEAD-YAP inh
O=C(c1ccccc1O)N1CCCCC1 | -0.9 | -1 | 0.3 | 0
CCOc1ccc(C(c2sc3nc(C)nn3c2O)N2CCC(O)CC2)cc1 (centres undefined) | -0.1 | -5 | -0.1 | 2
Cc1ccc(S(=O)(=O)N2CCN(c3ccc([N+](=O)[O-])c(N4CCCC4)c3)CC2)cc1 | -1.0 | 20 | -0.1 | 15
OCC#CC(O)c1sc(Cl)c(Cl)c1Cl (centres undefined) | -1.6 | 3 | 0.1 | 5
Cn1c(=O)c2c(nc(NCCc3ccccc3)n2Cc2c(F)cccc2Cl)n(C)c1=O | 1.7 | -9 | 0.1 | -1
O=C(CNC(=O)c1ccccc1)OCC(=O)c1ccc2ccccc2c1 | 0.1 | 16 | 0.2 | 0
COC(=O)CN1C(=O)S/C(=C/c2ccc(-c3ccc([N+](=O)[O-])cc3OC)o2)C1=O | 0.2 | 12 | 0.7 | 8
CN1C(=O)C(CC(=O)NCCc2ccccc2)N(NC(=O)c2cccc(F)c2)C1=S (centres undefined) | -0.5 | -11 | 0.0 | -5
CCCNCC(=O)NC(=O)NC1CCCC1 | 0.8 | 27 | 0.2 | 6
N/C(=N\OC(=O)CCCN1C(=O)c2ccccc2C1=O)c1cccnc1 | -0.9 | 4 | -0.1 | 4
CCC(Nc1ccccc1)C(=O)N/N=C/c1cc(Br)ccc1O (centres undefined) | 2.0 | 13 | -0.2 | 16
Cc1nn(-c2ccccc2)c2sc(C(=O)OCC(=O)Nc3sccc3C#N)cc12 | 1.5 | -11 | 0.1 | -7
